From PubChem
mHTT CaM bind: inhibitors of human mutant huntingtin-calmodulin interaction; 3.6% of 190,000 active; AlphaScreen His-mHTT/GST-CaM binding, luminescence; inhibition, % at 15 µM;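 further: 0% = both proteins with DMSO and 100% = one protein alone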
Pf apPOL inh: Pf-apPOL DNA polymerase inhibition; Recombinant Pf-apPOL, molecular beacon fluorescence, 1.5 h; inhibition, % at 10 µM; 0.25% of 210,000 active; AID 1794808
* marks the source's active call; other numbers are inactive results; nt = not tested or not shown; & = joins results of further samples. No stated cut-off is given here; in the data, active means inhibition above about 50%; inactive means the rest.

SMILES | mHTT CaM bind | Pf apPOL inh
COCCCNC(=O)c1ccc2c(c1)nc1n2CCC(C)C1 (stereo not drawn) | -6.0 | -2.1
O=C(CCS(=O)(=O)c1ccc(Br)s1)NCc1ccc(F)cc1 | -3.0 | -4.4
Cc1[nH]n(-c2nc(-c3cccc([N+](=O)[O-])c3)cs2)c(=O)c1C | 18.5 | -2.5
COc1ccccc1OCC(O)CNC(C)(C)CC(C)(C)C (stereo not drawn) | -5.9 | -7.0
COc1ccc(CC(=O)N2CCCC2c2nc(-c3ccccc3OC)no2)cc1 (stereo not drawn) | 8.0 | -0.2
CC(=O)N(C)c1cccc(-c2ccc3nnc(C)n3n2)c1 | nt | -5.7&-2.9
N#CC1=C(N)SC(N)=C(C#N)C1c1ccc2c(c1)OCO2 | 44.2 | -10.3
O=C(CCCOc1ccccc1)Nc1ccc(S(=O)(=O)N2CCCC2)cc1 | -6.4 | -1.5
Cc1ccc(-n2ncc3c(Nc4ccccc4C)ncnc32)cc1 | -7.0 | 3.2
CC(=O)Nc1ccc(NC(=O)CCCC(=O)O)cc1 | -2.8 | -8.3
CCN(CC)c1ccc(C2C(C(=O)Nc3ccccn3)=C(C)NC3=C2C(=O)CCC3)cc1 (stereo not drawn) | 15.0 | -2.4
Cc1noc(-c2ccccc2)c1NC(=O)Nc1ccc(-c2nc3ccccc3s2)cc1 | nt | -21.1
C(=Nc1ccc(N=Nc2ccccc2)cc1)c1ccc2ccccc2c1 | 23.5 | nt
O=C(CNCCO)Nc1sc2c(c1C(=O)Nc1ccc(Br)cc1)CCC2 | 66.4* | -0.7
CC(C)c1nnc(NC(=O)/C=C/c2ccc3c(c2)OCO3)s1 | 2.0 | -12.0
C=C1CCC2C(C)(CO)C(O)CCC2(C)C1CC=C1C(=O)OCC1O (stereo not drawn) | nt | -9.9
COc1ccccc1/C=C/c1nc2ccccc2[nH]1 | -11.0 | -1.9
c1cnc(NC2CCCC2)cn1 | -4.1 | -8.5
CC1(C)CCCC(C)(C)N1CC(O)COC12CC3CC(CC(C3)C1)C2 (stereo not drawn) | -3.9 | -10.1
O=C(CCN1C(=O)c2cccc([N+](=O)[O-])c2C1=O)Nc1ccc(OCc2ccccc2)cc1 | 2.2 | 3.6
CCC(CC)C(=O)NC1CCN(c2nc3c(s2)c(C)nn3-c2cccc(C)c2)CC1 | 9.6 | -2.2
COc1ccc(C=C2SC(=S)N(C(C)C(=O)O)C2=O)cc1OC (stereo not drawn) | -3.6 | -8.0
CC1(C)C(=O)C2(CCCCC2)C(=O)OC1c1ccc(Br)o1 (stereo not drawn) | -1.0 | -7.0
O=C(c1cccc2[nH]ccc12)N1CCC2(CC1)NC(=O)N(Cc1ccc(F)cc1)C2=O | 7.1 | -4.3
Cc1ccccc1C(=O)NC1CCCCC1C (stereo not drawn) | -3.1 | 3.7
SMILES | mHTT CaM bind | Pf apPOL inh
c1ccc(CN2CCCC(c3nc(-c4cccnc4)n[nH]3)C2)nc1 (stereo not drawn) | 99.4* | -23.4
O=C1C2C(c3ccccc3)C=CC(c3ccccc3)C2C(=O)N1Cc1ccco1 (stereo not drawn) | -4.3 | 5.8
CCOc1ccccc1/C=C1\C(=O)Nc2ccc(Cl)cc21 | 64.0* | 5.6
CCN(C)C(=O)c1ccccc1N1CCC(NC(=O)c2ccc(F)cc2F)CC1 | 0.5 | -3.2
CCN1CCN(C(=O)c2ncn(-c3ccccc3C)n2)CC1 | 6.4 | -5.5
COc1ccccc1/C=C/C1=NC(=C\c2ccc(OC)c(OC)c2OC)/C(=O)O1 | 23.0 | -0.8
Cc1cc(C(=O)N2CCC3(C2)NCc2ccccc2NC3=NC(C)(C)C)nn1C (stereo not drawn) | 24.8 | -0.2
O=[N+]([O-])c1cc2c(cc1C=Nc1ccc3ncccc3c1)OCO2 | 46.0 | -6.9
O=C(NCCCN1CCOCC1)c1ccncc1 | -1.0 | -7.3
COc1ccc(C)cc1NC(=O)c1ccccc1I | -6.2 | -15.4
COc1ccc(C(=O)Nc2nc3c(s2)CCCC3)c(OC)c1OC | -3.0 | -3.6
CCOc1c(C)cc(S(=O)(=O)NCc2ccsc2)cc1C | -17.4 | -2.4
COCCn1cc2c3c(cccc31)CN(C(=O)Nc1ccc(C)cc1C)CC2 | 20.1 | 1.5
CN1N=C(C(F)(F)F)CC1=O | nt | 1.7
COc1ccc(-c2cn(-c3ccc(OC)cc3)c(=O)[nH]2)cc1 | 8.0 | -11.8
O=C1Nc2cc(Cl)c(Cl)cc2N(O)N1c1ccc([N+](=O)[O-])cc1 | 4.0 | 1.2
CN(CCCNC(=O)c1csc(-c2ccncc2)n1)c1ccccc1 | 44.3 | -3.6
COc1cc2c(cc1OC)CN(S(=O)(=O)CCNC(=O)c1ccccc1Cl)CC2 | 0.2 | 1.3
COc1ccc(NC(C)=O)cc1NS(=O)(=O)c1cn(C)nc1C | -5.2 | 0.0
CCOc1ccc(CNC(=O)CCc2cn(Cc3ccccc3)c3ccccc23)cc1 | 14.0 | -17.6
COC(OC)C12c3ccccc3C(c3ccccc31)C1C(=O)N(Cc3ccco3)C(=O)C12 (stereo not drawn) | 2.0 | -3.4
O=C(NC1CC1)c1ccc(OCC2CCN(C(=O)c3ccccc3Cl)CC2)cc1 | 5.1 | -2.9
COc1ccc2c(c1)c(CN1CCC(C(=O)NCCN(C)Cc3ccccc3)CC1)cn2C | 7.7 | 3.3
COc1ccc(OC)c(NC(=O)CN(Cc2ccc(F)cc2)S(=O)(=O)c2ccc(C)cc2)c1 | 15.8 | -0.2
O=C(Nc1cccc(Cl)c1)N1CCc2nc(-c3ccc(Cl)cc3)ncc2C1 | -17.6 | -8.8

Random excerpt: three compounds from above.
SMILES | mHTT CaM bind | Pf apPOL inh
CN(CCCNC(=O)c1csc(-c2ccncc2)n1)c1ccccc1 | 44.3 | -3.6
c1ccc(CN2CCCC(c3nc(-c4cccnc4)n[nH]3)C2)nc1 (stereo not drawn) | 99.4* | -23.4
O=[N+]([O-])c1cc2c(cc1C=Nc1ccc3ncccc3c1)OCO2 | 46.0 | -6.9

Going on with the list:
SMILES | mHTT CaM bind | Pf apPOL inh
O=C1Nc2ccccc2C12NN=C(c1ccccc1O)S2 (stereo not drawn) | 100.0* | -1.1
O=C1N(CN2CCN(c3ccccc3F)CC2)c2ccccc2C12OCCO2 | 6.0 | -4.5
COc1ccc2c(c1)c(=O)oc1c(C)c3oc(C)c(C)c3cc12 | 2.0 | -5.5
COc1cc(CN2CCCCCC2)ccc1O | -4.6 | -0.3
Cc1ccc(C)c(NC(=O)CSc2nncn2C)c1 | -10.3 | 2.9
Cc1ccc(-c2cc(C(=O)Nc3ccncc3)c3ccccc3n2)o1 | 74.0* | -2.9
COc1ccc(C(=O)NC(C)(C)C)cc1Br | -4.9 | -4.4
O=[N+]([O-])c1ccc(Nc2ccc(O)cc2)c([N+](=O)[O-])c1 | 38.5 | nt
O=C(c1cc(F)c(F)cc1Cl)n1cc(Br)cn1 | -2.0 | -3.5
COc1ccccc1N1CCN(Cc2nc(-c3ccc([N+](=O)[O-])cc3)cs2)CC1 | nt | -6.2
O=c1c2c(nc3cc(-c4ccccc4Cl)[nH]n13)CCN(S(=O)(=O)c1ccccc1)C2 | 14.9 | -2.1
Cc1cc(C)cc(NC(=O)C(=O)Nc2ccc([N+](=O)[O-])cc2)c1 | -7.1 | -1.2
O=C(Nc1cc(-c2nc3ccccc3s2)ccc1Cl)c1ncn[nH]1 | 15.0 | 0.4
CC1=C([N+](=O)[O-])C(c2ccccc2)N(C)C(=O)N1C (stereo not drawn) | -1.0 | -5.7
COc1cccc(Oc2nccnc2N2CCC(C(=O)NCCC(C)C)CC2)c1 | 10.0 | -1.9
COc1ccc(S(=O)(=O)N2CCc3cc(OC)c(OC)cc3C2)cc1 | -3.0 | -3.9
Cc1c(C)n2c(SCC(=O)Nc3ccc(OC(F)(F)F)cc3)nnc2[nH]c1=O | -5.4 | -8.0

Copied from the entries so far for reference:
SMILES | mHTT CaM bind | Pf apPOL inh
COCCn1cc2c3c(cccc31)CN(C(=O)Nc1ccc(C)cc1C)CC2 | 20.1 | 1.5
CN1N=C(C(F)(F)F)CC1=O | nt | 1.7
COc1ccc(-c2cn(-c3ccc(OC)cc3)c(=O)[nH]2)cc1 | 8.0 | -11.8
O=C1Nc2cc(Cl)c(Cl)cc2N(O)N1c1ccc([N+](=O)[O-])cc1 | 4.0 | 1.2
CN(CCCNC(=O)c1csc(-c2ccncc2)n1)c1ccccc1 | 44.3 | -3.6
COc1cc2c(cc1OC)CN(S(=O)(=O)CCNC(=O)c1ccccc1Cl)CC2 | 0.2 | 1.3
COc1ccc(NC(C)=O)cc1NS(=O)(=O)c1cn(C)nc1C | -5.2 | 0.0
CCOc1ccc(CNC(=O)CCc2cn(Cc3ccccc3)c3ccccc23)cc1 | 14.0 | -17.6
COC(OC)C12c3ccccc3C(c3ccccc31)C1C(=O)N(Cc3ccco3)C(=O)C12 (stereo not drawn) | 2.0 | -3.4
O=C(NC1CC1)c1ccc(OCC2CCN(C(=O)c3ccccc3Cl)CC2)cc1 | 5.1 | -2.9
COc1ccc2c(c1)c(CN1CCC(C(=O)NCCN(C)Cc3ccccc3)CC1)cn2C | 7.7 | 3.3
COc1ccc(OC)c(NC(=O)CN(Cc2ccc(F)cc2)S(=O)(=O)c2ccc(C)cc2)c1 | 15.8 | -0.2
O=C(Nc1cccc(Cl)c1)N1CCc2nc(-c3ccc(Cl)cc3)ncc2C1 | -17.6 | -8.8
O=C1Nc2ccccc2C12NN=C(c1ccccc1O)S2 (stereo not drawn) | 100.0* | -1.1
O=C1N(CN2CCN(c3ccccc3F)CC2)c2ccccc2C12OCCO2 | 6.0 | -4.5
COc1ccc2c(c1)c(=O)oc1c(C)c3oc(C)c(C)c3cc12 | 2.0 | -5.5
COc1cc(CN2CCCCCC2)ccc1O | -4.6 | -0.3
Cc1ccc(C)c(NC(=O)CSc2nncn2C)c1 | -10.3 | 2.9
Cc1ccc(-c2cc(C(=O)Nc3ccncc3)c3ccccc3n2)o1 | 74.0* | -2.9
COc1ccc(C(=O)NC(C)(C)C)cc1Br | -4.9 | -4.4
O=[N+]([O-])c1ccc(Nc2ccc(O)cc2)c([N+](=O)[O-])c1 | 38.5 | nt
O=C(c1cc(F)c(F)cc1Cl)n1cc(Br)cn1 | -2.0 | -3.5
COc1ccccc1N1CCN(Cc2nc(-c3ccc([N+](=O)[O-])cc3)cs2)CC1 | nt | -6.2
O=c1c2c(nc3cc(-c4ccccc4Cl)[nH]n13)CCN(S(=O)(=O)c1ccccc1)C2 | 14.9 | -2.1
Cc1cc(C)cc(NC(=O)C(=O)Nc2ccc([N+](=O)[O-])cc2)c1 | -7.1 | -1.2
O=C(Nc1cc(-c2nc3ccccc3s2)ccc1Cl)c1ncn[nH]1 | 15.0 | 0.4
CC1=C([N+](=O)[O-])C(c2ccccc2)N(C)C(=O)N1C (stereo not drawn) | -1.0 | -5.7
COc1cccc(Oc2nccnc2N2CCC(C(=O)NCCC(C)C)CC2)c1 | 10.0 | -1.9
